TexasRed fluor: Texas Red fluorescence interference in TRb-SRC2 counter-screen | AID 1479 | TRb/SRC2 Texas Red total fluorescence interference | Potency, µM (top dose mostly 106 µM), for the others: at the highest dose fluorescence change, negative = quenching | 280,000 compounds, 0.29% hits; active = well fitted curve in either direction with a large enough effect; inconclusive = small, poorly fitted or top-dose-only effect; also: potency is read from the fitted curve at half-maximal effect; % is scaled to controls: 0 for no effect and ±100 for the full control effect
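Human TRβ ligand-binding domain (0.6 uM) and Texas Red SRC2 peptide (20 nM) in Tris buffer with 1 uM T3 and 5% DMSO were incubated with pinned compound for 5 hr at ambient temperature. Total fluorescence was computed as S + 2P (555/632 nm).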
CBFb RUNX1 block: CBF-beta/RUNX1 interaction disruption; Potency, µM (top dose mostly 59.8 µM), inactives show top-dose activity, negative = inhibition, hits mostly inhibitors; AlphaScreen CBFb-His/RUNX1-biotin binding, biochemical; 230,000 tested, under 10 active; Q01196+Q13951; also: % of control where 0% means no effect
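Room-temperature protein-protein interaction test with 30 nM each of His-tagged CBF-beta and biotinylated RUNX1, 15 min with compound, then 90 min with nickel plus streptavidin beads. Signal read in AlphaScreen mode.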
TRb SRC2 PPI: inhibitors of human thyroid hormone receptor beta-SRC2 interaction | TRbeta-SRC2 peptide binding, fluorescence polarization; receptor liganded with 1 µM T3 | Potency, µM (doses to about 106 µM), for inactives: at the top dose activity change, negative = inhibition, usual class: inhibitors | 280,000 compounds, 0.065% hits | AID 1469;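 also: potency is read from the fitted curve at half-maximal effect; plate controls were bound peptide for no effect and peptide without receptor for full effect; nearly all actives have a fitted effect of over 50% in size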
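TRb LBD 0.6 uM + Texas Red SRC2 peptide 20 nM, 1 uM T3, Tris buffer w/ 5% DMSO; compound pinned, 5 h RT; FP read ex 555/em 632; normalized to unbound and bound controls.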
Tau fibril FP: tau fibrillization inhibition (FP); 280,000 compounds, 0.39% hits; Potency, µM (titrated, usually from 57.7 µM), inactives show at the highest dose activity, negative = inhibition, most hits filed as inhibitors; K18 P301L tau heparin fibrillization, Alexa594 FP, 6 h; also: potency is read from the fitted curve at half-maximal effect; % is scaled to controls: 0 for no effect and ±100 for the full control effect; nearly all actives have a fitted effect of over 55% in size
Target sequence (P10636 561-689 P618L limits assumed): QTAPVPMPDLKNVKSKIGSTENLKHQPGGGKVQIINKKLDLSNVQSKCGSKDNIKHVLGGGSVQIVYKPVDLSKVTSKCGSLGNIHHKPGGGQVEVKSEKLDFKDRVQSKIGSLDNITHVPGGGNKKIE
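Human K18 P301L fragment (15 uM unlabeled plus 0.24 uM Alexa 594-labeled) in 100 mM sodium acetate pH 7 with compound, aggregation induced by 20 uM heparin for 6 hr at 37 C. ThT (30 uM) added for 1 hr, then Alexa 594 FP read.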
aGal spleen mod: alpha-galactosidase A (human) modulation. human spleen homogenate, 4MU-alpha-Gal fluorescence, 40 min. Potency, µM (titrated, usually from 80 µM), for the others: at the top dose activity change, negative = inhibition, hits mostly inhibitors. 240,000 compounds, 0.008% hits;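 also: potency is read from the fitted curve at half-maximal effect; 0% = enzyme with vehicle and -100% = no enzyme basal signal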
Target sequence (P06280 32-429 limits assumed): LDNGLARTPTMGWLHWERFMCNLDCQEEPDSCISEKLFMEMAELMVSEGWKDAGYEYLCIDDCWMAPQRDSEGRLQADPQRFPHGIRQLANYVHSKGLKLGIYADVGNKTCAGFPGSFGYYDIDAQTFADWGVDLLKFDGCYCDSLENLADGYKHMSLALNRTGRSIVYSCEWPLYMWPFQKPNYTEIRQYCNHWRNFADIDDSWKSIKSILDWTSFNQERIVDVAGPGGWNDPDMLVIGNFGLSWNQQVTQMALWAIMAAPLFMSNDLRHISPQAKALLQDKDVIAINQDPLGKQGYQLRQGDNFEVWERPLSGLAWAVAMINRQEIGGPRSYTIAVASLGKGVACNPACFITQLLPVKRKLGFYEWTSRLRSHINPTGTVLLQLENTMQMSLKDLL
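Fluorogenic readout (Ex 365/Em 440 nm) of 4-methylumbelliferone released from 1 mM 4-MU-alpha-galactoside by spleen homogenate, 40 min at 37C, pH 5.0. Data normalized to no-enzyme and enzyme controls; Hill-equation AC50 from compound titrations.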
Epigenetic reg: epigenetic control regulation, reporter derepression; murine LDR cells, GFP reporter derepression, 30 h; Potency, µM (highest dose often 53.9 µM), for the others: at the highest dose GFP activation, hits mostly activators; 280,000 compounds, 0.2% hits; also: potency is read from the fitted curve at half-maximal effect; % of control where 0% means no effect; nearly all actives have a fitted effect of over 60% in size
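Readout is the number of GFP-expressing murine LDR cells, counted by cytometry following washing. Cells were treated with compound for 30 h at 37 C; the stably integrated CMV-GFP locus is normally silent.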
Tau fluor counter: counter-screen for tau fibril formation inhibitors | tau K18 P301L Alexa594 fluorescence, heparin fibrillization | Potency, µM (highest dose often 57.7 µM), inactives show at the highest dose activity change, negative = decrease | 280,000 compounds, 0.93% hits; also: potency is read from the fitted curve at half-maximal effect; % is scaled to controls: 0 for no effect and ±100 for the full control effect; nearly all actives have a fitted effect of over 55% in size
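Human tau K18 P301L (15 uM unlabeled, 0.24 uM Alexa 594-labeled) in 100 mM sodium acetate pH 7 with 20 uM heparin, 6 hr at 37 C. ThT 30 uM added, 1 hr ambient; Alexa 594 FP and total fluorescence read at 555/632 nm.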
NPSR antagonist: antagonists of human neuropeptide S receptor cAMP signaling; Potency, µM (top dose mostly 38.3 µM), for inactives: at the top dose activity change, negative = inhibition, actives largely listed as inhibitors; CHO-NPSR cells, cAMP TR-FRET, antagonist mode; Q6W5P4; 220,000 compounds, 1% hits; also: potency is read from the fitted curve at half-maximal effect; % is scaled to controls: 0 for no effect and ±100 for the full control effect; nearly all actives have a fitted effect of over 50% in size; many of its hits are not listed in these tables
Target sequence (Q6W5P4 whole entry, looked up): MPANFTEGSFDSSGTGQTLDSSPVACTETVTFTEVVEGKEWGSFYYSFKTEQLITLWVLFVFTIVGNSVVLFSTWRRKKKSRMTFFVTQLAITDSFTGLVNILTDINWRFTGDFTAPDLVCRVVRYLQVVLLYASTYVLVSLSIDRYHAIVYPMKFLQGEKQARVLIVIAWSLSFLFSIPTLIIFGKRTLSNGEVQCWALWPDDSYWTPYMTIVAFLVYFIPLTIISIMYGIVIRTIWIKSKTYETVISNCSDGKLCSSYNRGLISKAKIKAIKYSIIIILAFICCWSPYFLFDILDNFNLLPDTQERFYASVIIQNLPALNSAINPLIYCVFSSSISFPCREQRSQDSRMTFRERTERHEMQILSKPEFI
* hit, by the source's call; ? = inconclusive; / = not tested or not shown; [ ] = another dose, or the depositor's remark. Unless noted, calls follow the shape of the dose curve; as a rule, active = well fitted curve in the direction sought with a large enough effect; inconclusive = small, poorly fitted or top-dose-only effect, or another doubt; inactive = no such curve, though single readings can be large; an effect the other way counts as inactive or inconclusive. The list is partial (hit frequency here may not be typical).

Keys – A = TexasRed fluor; B = CBFb RUNX1 block; C = TRb SRC2 PPI; D = Tau fibril FP; E = aGal spleen mod; F = Epigenetic reg; G = Tau fluor counter; H = NPSR antagonist
CCOc1ccccc1CNC(=O)c1cn(-c2ccc(OC)cc2)c(=O)c2ccccc12
  A: 0%	B: /	C: 1%	D: 5%	E: /	F: 2.8%	G: -6%	H: /

COc1ccc(OCC(O)Cn2ccnc2C)cc1 (stereo not given)
  A: 2%	B: -2%	C: -13%	D: 0%	E: 1%	F: -0.1%	G: 4%	H: 1%

Cc1c(N2C(=O)CSC2c2ccco2)c(=O)n(-c2ccccc2)n1C (stereo not given)
  A: 0%	B: 4%	C: 2%	D: -2%	E: -17%	F: 0.1%	G: -3%	H: 10%

CCCN1CCN(CCNC(=O)Nc2ccc(OC)c(OC)c2)CC1
  A: -1%	B: /	C: -12%	D: 4%	E: /	F: -0.6%	G: -1%	H: /

CS(=O)(=O)N1CCN(c2ccc(NC(=S)NC(=O)c3ccc4c(c3)OCO4)cc2)CC1
  A: 0%	B: 3%	C: -4%	D: -1%	E: 3%	F: 3.7%	G: -11%	H: 4%

O=C(Nc1ccon1)c1ccc(Br)o1
  A: -5%	B: 13%	C: -8%	D: -3%	E: -1%	F: -3.4%	G: -7%	H: -2%[46.1 µM]

COc1ccc(-n2c(NCCN(C)C)nc3sc4c(c3c2=O)CCCCC4)cc1
  A: 1%	B: 1%	C: -8%	D: ?	E: 3%	F: -5.4%	G: -11%	H: 0%[46.1 µM]

COCCNC(=O)c1cc2c(-c3ccccc3F)nn(C)c2s1
  A: -2%	B: -3%	C: -8%	D: 10%	E: 1%	F: -1.0%	G: -7%	H: 14%

CCC(C)(C)n1nnnc1C(c1ccc2ncccc2c1)N1CCN(c2ccc(O)cc2)CC1 (stereo not given)
  A: -6%	B: -11%	C: -4%	D: 7%	E: 0%	F: 0.1%	G: -8%	H: -30%

O=C1CC(Sc2ncccn2)C(=O)N1c1ccccc1C(F)(F)F (stereo not given)
  A: 0%	B: 6%	C: -7%	D: 6%	E: -3%	F: 8.5%	G: 1%	H: 1%[46.1 µM]

Cc1cccn2c(=O)c3cc(C(=O)N4c5ccccc5CC4C)n(C)c3nc12 (stereo not given)
  A: 3%	B: 4%	C: -7%	D: -1%	E: -11%	F: -0.9%	G: -2%	H: 1%[46.1 µM]

O=C(CSCCO)Nc1cccc2ccccc12
  A: -5%	B: -3%	C: 1%	D: 10%	E: 8%	F: -1.0%	G: -9%	H: 2%[46.1 µM]

Cc1c(OCc2ccc(C(=O)O)cc2)ccc2c(-c3ccccc3)cc(=O)oc12
  A: -3%	B: 2%	C: 6%	D: -6%	E: -4%	F: 0.1%	G: 2%	H: -50%

Cc1cc(NC(=O)CCC(=O)N(c2ccccc2)C(C(=O)NC2CCCC2)c2ccncc2)no1 (stereo not given)
  A: -3%	B: 1%	C: -6%	D: -3%	E: 1%	F: -1.2%	G: 6%	H: 3%[46.1 µM]

CCN(C(=O)CSc1nc2ccccc2c(=O)n1CCOC)C1CCS(=O)(=O)C1 (stereo not given)
  A: -2%	B: 1%	C: -1%	D: 6%	E: 0%	F: -1.5%	G: 8%	H: 0%

COC(=O)CCCC1=CC2=C(c3ccccc3)C(=O)C(C)(OC(=O)C3CCCC3)C(=O)C2=CN1C1CCCCC1 (stereo not given)
  A: -1%[11.2 µM]	B: -1%[13.1 µM]	C: 3%[11.2 µM]	D: -6%[11.6 µM]	E: -13%[17.5 µM]	F: -0.2%	G: -7%[11.6 µM]	H: -23%

Cc1nn(C(=O)COc2ccccc2)c(C)c1Sc1ccccc1
  A: -1%	B: /	C: 11%	D: 2%	E: /	F: 1.2%	G: -3%	H: /

COc1ccc(OC)c(NC(=O)C2CCN(S(=O)(=O)c3c(C)noc3C)CC2)c1
  A: -4%	B: 1%	C: -9%	D: 6%	E: 3%	F: 11%	G: -8%	H: -2%[46.1 µM]

CCOCC(=O)Nc1cc(C(=O)Nc2ccc(F)cc2)ccc1Cl
  A: -4%	B: 9%	C: -1%	D: 4%	E: 2%	F: -1.1%	G: 11%	H: 9%

S=c1nccc(-c2cc(Cl)sc2Cl)[nH]1
  A: -6%	B: -6%	C: -5%	D: -14%	E: -8%	F: -1.5%	G: -14%	H: 1%[46.1 µM]

CNS(=O)(=O)c1ccc(N2CCCC2)c([N+](=O)[O-])c1
  A: -6%	B: 15%	C: 1%	D: ?	E: -6%	F: 1.1%	G: -7%	H: 10%

COc1ccc(C(NC(=O)c2cccnc2)c2cc(Cl)c3cccnc3c2O)cc1OC (stereo not given)
  A: -4%	B: -30%	C: -10%	D: 3%	E: -10%	F: 0.9%	G: -11%	H: -5%[46.1 µM]

CCO[C@H]1OC(C(=O)NCc2ccccc2)=C[C@@H](C)[C@@H]1CCCO
  A: -2%	B: 6%	C: -10%	D: 4%	E: 5%	F: -0.7%	G: 3%	H: -10%

COc1ccc(C2CC(O)(c3ccccc3)Oc3c(C)ccc(C(C)C)c32)cc1 (stereo not given)
  A: -3%	B: 3%	C: 3%	D: /	E: 1%	F: /	G: /	H: /

Cn1nnnc1SCC(=O)Nc1nn(-c2ccccc2)nc1C(N)=O
  A: -6%	B: 14%	C: -11%	D: 2%	E: -5%	F: -2.1%	G: -11%	H: 9%

Sorted by molecular weight (low to high): five of the compounds above.
Keys – A = TexasRed fluor; B = CBFb RUNX1 block; C = TRb SRC2 PPI; D = Tau fibril FP; E = aGal spleen mod; F = Epigenetic reg; G = Tau fluor counter; H = NPSR antagonist
S=c1nccc(-c2cc(Cl)sc2Cl)[nH]1
  A: -6%	B: -6%	C: -5%	D: -14%	E: -8%	F: -1.5%	G: -14%	H: 1%[46.1 µM]

CCO[C@H]1OC(C(=O)NCc2ccccc2)=C[C@@H](C)[C@@H]1CCCO
  A: -2%	B: 6%	C: -10%	D: 4%	E: 5%	F: -0.7%	G: 3%	H: -10%

Cc1nn(C(=O)COc2ccccc2)c(C)c1Sc1ccccc1
  A: -1%	B: /	C: 11%	D: 2%	E: /	F: 1.2%	G: -3%	H: /

COc1ccc(C2CC(O)(c3ccccc3)Oc3c(C)ccc(C(C)C)c32)cc1 (stereo not given)
  A: -3%	B: 3%	C: 3%	D: /	E: 1%	F: /	G: /	H: /

CS(=O)(=O)N1CCN(c2ccc(NC(=S)NC(=O)c3ccc4c(c3)OCO4)cc2)CC1
  A: 0%	B: 3%	C: -4%	D: -1%	E: 3%	F: 3.7%	G: -11%	H: 4%

Carrying on.
Keys – A = TexasRed fluor; B = CBFb RUNX1 block; C = TRb SRC2 PPI; D = Tau fibril FP; E = aGal spleen mod; F = Epigenetic reg; G = Tau fluor counter; H = NPSR antagonist
CCO[C@@H]1OC(C(=O)O)=C[C@H](C2CCCCC2)[C@H]1CCCO
  A: -2%	B: 10%	C: -7%	D: -4%	E: -1%	F: -0.7%	G: 11%	H: -8%

Cc1cccc(-n2c(N)cc(=O)nc2SCC(=O)NC2CCCCC2)c1
  A: -3%	B: 16%	C: -7%	D: 1%	E: 8%	F: 0.0%	G: 0%	H: 1%[46.1 µM]

CCOc1ccc(Nc2cc(C)nc3nc(C)nn23)cc1
  A: -2%	B: 1%[2.36 µM]	C: -1%	D: 3%	E: 0%	F: -0.1%	G: -9%	H: 13%

NC(=O)NC(=O)CC1S/C(=N/N=C/c2ccccc2)NC1=O (stereo not given)
  A: 2%	B: -1%	C: 0%	D: -4%	E: -6%	F: -0.2%	G: 7%	H: 11%

CC(C)(CO)CNC(=O)CCc1nnc(CCCc2ccccc2)o1
  A: -1%[53 µM]	B: 3%	C: -5%[53 µM]	D: -10%	E: -11%	F: 1.7%	G: -14%	H: 0%

O=C1NN(c2ccc(Cl)c(Cl)c2)C(=O)/C1=C/c1cccc(OC(=O)c2cccs2)c1
  A: -14%	B: -17%	C: 7%	D: ?	E: -2%	F: -1.0%	G: ?	H: -19%[46.1 µM]

CCC(=O)N1c2ccccc2CC1C(=O)N1CCN(c2cccc(OC)c2)CC1 (stereo not given)
  A: -1%	B: /	C: 1%	D: 7%	E: /	F: -3.1%	G: 11%	H: /

O=C(CSc1nc2cc(S(=O)(=O)N3CCOCC3)ccc2o1)Nc1c(F)cccc1F
  A: 1%	B: 2%	C: 4%	D: -16%	E: -11%	F: -0.5%	G: -14%	H: 4%

C=CCn1c(C)c(C(C)=O)c(N2CCN(C(c3ccccc3)c3ccccc3)CC2)nc1=S
  A: -1%	B: ?	C: 3%	D: 11%	E: -1%	F: -2.7%	G: -14%	H: -51%

Cn1c2ccc(F)cc2c2ncn(CC3CCCO3)c(=O)c21 (stereo not given)
  A: -4%	B: 2%	C: 3%	D: 2%	E: 1%	F: -0.3%	G: 9%	H: 41%

O=C(Nc1cccc(S(=O)(=O)N2CCCCC2)c1)C1CC(=O)N(Cc2ccco2)C1 (stereo not given)
  A: -1%	B: -3%	C: -1%	D: 2%	E: 7%	F: -0.2%	G: -11%	H: -9%

O=C(CSc1cccc[n+]1[O-])C12CC3CC(CC(C3)C1)C2
  A: 0%	B: 1%	C: 7%	D: -4%	E: 1%	F: ?	G: 4%	H: -53%

COc1ccc2[nH]cc(CCNc3cc(-c4ccccc4C(F)(F)F)ncn3)c2c1
  A: -5%	B: /	C: 6%	D: 14%	E: 10%	F: 1.9%	G: -39%	H: /

COc1ccc(-c2nnc(SC)n2C)cc1
  A: -1%	B: 3%	C: -5%	D: 1%	E: 1%	F: 0.0%	G: 0%	H: 0%[46.1 µM]

N#Cc1c(N)sc2c1CCCCCC2
  A: -2%	B: -3%	C: 3%	D: 1%	E: 3%	F: -4.1%	G: ?	H: 8%[46.1 µM]

CCCOc1cccc(C(=O)Nc2ccc(-c3nc4ccccc4s3)c(Cl)c2)c1
  A: -3%	B: /	C: 7%	D: ?	E: /	F: 2.9%	G: ?	H: /

CC(C)Oc1cccc(C(=O)C2CCCN(C(=O)c3ccsc3)C2)c1 (stereo not given)
  A: -1%	B: 10%	C: -3%	D: -5%	E: 5%	F: 0.0%	G: -4%	H: 39%

Cc1ccc(NC(=O)CNc2ccc(Cl)cc2F)cc1
  A: -1%	B: 1%	C: 5%	D: 1%	E: 1%	F: -1.8%	G: -21%	H: ?
